Screens as filed in PubChem.
PGC1a acetyl inh – modulators of PGC1a acetylation. U2OS PGC1a acetylation, AlphaScreen anti-acetyl-lysine; with virally co-expressed GCN5 acetyltransferase. inhibition, % at 15.6 µM. 350,000 tested, 0.17% active. AID 651687;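 active means every replicate shows inhibition of at least 40%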;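 further: 0% = neutral control wells and 100% = positive control wells; some results beyond the cut were filed as inactive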
ARNT-TACC3 inh – ARNT/TACC3 interaction disruption. inhibition, % at 9.99 µM. AID 623870. Q9Y6A5. 390,000 tested, 0.66% active. AlphaScreen His-ARNT PAS-B/GST-TACC3 binding, luminescence; TACC3 fragment carries E629A point mutation;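 active means mean inhibition of replicates at least 50% and at least half of replicates each reaching 50%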;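 further: 0% = complete ARNT plus TACC3 wells and 100% = ARNT alone without TACC3; many hits fall short of the cut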
Statin myotox sup – suppression of simvastatin myotoxicity; AID 602340; rescue of ATP level, % at 7.49 µM; 330,000 tested, 0.78% active; C2C12 myotubes + simvastatin, ATP luminescence, 48 h; scaled: DMSO 0, geranylgeraniol control 100;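 active means mean ATP rescue above about 67%, or every replicate alone reaching that limit, limit read from the data, passing the limit was not always enough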;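 further: myotubes were challenged with 10 µM simvastatin during compound exposure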
An asterisk follows results filed as active.

SMILES	PGC1a acetyl inh	ARNT-TACC3 inh	Statin myotox sup
CSCC[C@H](NC(=O)OC(C)(C)C)c1nnc(SCC(N)=O)o1	4.2	-0.6	10.1
c1ccc(CSc2nnc(-c3cccnc3)o2)cc1	-0.4	5.8	4.6
CCOC(=O)c1c(CN2CCCCC2C)oc2ccc(OC)cc12 (configuration not stated)	-7.7	4.8	-1.7
CCOCCCNC(=O)c1c(C)c(C(=O)OCC)n(C)c1C	-8.4	-6.2	35.9
Cc1ccc(C2=CSC3=NCCN23)c(C)c1	-0.3	-1.9	-11.8
CCOC(=O)N1CCC2(CC1)C(C#N)=C(N)OC1=C2C(=O)CC(C)(C)C1	-2.9	-3.7	-14.7
Cc1nc(N2CCC(C)CC2)c2oc3ccccc3c2n1	-6.9	-0.4	5.2
Cc1ccc(C(=O)/C=C/Nc2ccccn2)cc1	-10.5	3.6	-26.8
CN(CC(=O)N1CC=C(c2ccccc2)CC1)S(=O)(=O)c1cnc[nH]1	1.5	-7.5	15.9
N#CC1=C(N)Oc2n[nH]c(-c3ccccc3)c2C1c1ccsc1 (configuration not stated)	4.6	6.4	-6.3
O=C(CNC(=O)c1ccco1)OCc1ccc(Cl)cc1	4.6	-8.3	-1.1
Cc1c(-c2nnc(-c3ccc(C(F)(F)F)cc3)o2)cnn1-c1ccccc1	-18.0	6.9	2.1
Cc1ccc(NC(=O)CSc2nnc(-c3ccc(S(=O)(=O)N4CCCC4)cc3)o2)cc1C	5.1	-7.3	25.5
O=C(O)C1CC1c1ccc(Br)cc1 (configuration not stated)	-9.6	-4.5	-5.1
O=C(c1ccc(Oc2ccccc2)cc1)c1nc2c(n1O)CCCC2	11.8	9.3	20.5
O=[N+]([O-])c1ccc(NC(=S)NCCc2ccc(Cl)cc2)cc1	-15.1	2.7	-75.8
COc1cccc(C2C3=C(N=C4SCC(=O)N42)c2ccccc2CC3)c1OC (configuration not stated)	-4.6	1.7	7.7
Cc1cc(C)n(-c2nc3c(c(=O)n(C)c(=O)n3C)n2C)n1	-4.2	-6.1	3.3
CCSC1=NC(=O)/C(=C2/C=Cc3ccccc3N2CC)S1	-13.4	23.5	-5.7
Cc1nn(C)c(C)c1NC(=O)Nc1cccc(C(F)(F)F)c1	15.8	-3.4	-0.3
Cc1nc(NCCN2CCOCC2)c2oc3ccccc3c2n1	-8.9	-6.7	-5.2
COc1cc(OC)c(C2C3=C(CCCC3=O)Nc3nc4ccccc4n32)cc1OC (configuration not stated)	-2.8	-0.2	28.8
CCn1c(O)c(N=NC2=NC(=O)CS2)c2ccccc21	0.1	0.3	13.5
Cc1ccc(OCC(=O)c2cc(C)c(C)cc2C)c([N+](=O)[O-])n1	8.5	6.1	8.7
CCC(=O)Nc1nonc1-c1nc2ccccc2n1Cc1ccc(Cl)c(Cl)c1	8.7	-2.0	-38.7

Continued, overlapping the part above by two compounds.
SMILES	PGC1a acetyl inh	ARNT-TACC3 inh	Statin myotox sup
Cc1ccc(OCC(=O)c2cc(C)c(C)cc2C)c([N+](=O)[O-])n1	8.5	6.1	8.7
CCC(=O)Nc1nonc1-c1nc2ccccc2n1Cc1ccc(Cl)c(Cl)c1	8.7	-2.0	-38.7
O=C(/C=C/Nc1ccccc1)c1ccc(Oc2ncccn2)cc1	0.7	-7.5	0.0
Oc1ccc(C2=Nn3c(nnc3-c3ccco3)SC2)cc1O	17.0	69.6*	-48.7
O=C(Nc1ccccc1)c1ccc(CSc2ccccn2)cc1	-11.5	-4.4	-31.3
CN1CCN(c2nc3c(c(=O)[nH]c(=O)n3C)n2CCOc2ccccc2)CC1	-13.3	5.8	2.4
COc1ccc2c(c1OC)C(=O)N(c1cccc(C)c1)C2=O	14.6	7.4	0.4
CCn1cc(CN(C)C(=O)CSc2nc(-c3ccco3)cc(C(F)(F)F)n2)c(C)n1	-13.7	10.6	4.1
O=C(NC1CCCCC1)NC1CC2CCC(C1)N2Cc1nnnn1Cc1ccc2c(c1)OCO2 (configuration not stated)	-6.7	-3.0	-4.7
CCOC(=O)c1c(-c2cccs2)csc1NC(C)=O	9.6	-2.8	-10.3
CCCC1C(c2ccco2)NC(c2ccco2)CC1(C)O (configuration not stated)	-14.1	0.4	4.3
CCOc1ccccc1N(CC(=O)NC1CCCC1)C(=O)CCCC(=O)Nc1ccccn1	8.5	-5.2	14.1
Cc1cc(C)nc(NS(=O)(=O)c2ccc(NC(=O)c3ccc4c(c3)OCO4)cc2)n1	2.5	-8.9	0.7
CCc1ccccc1N1C(=O)c2cccc3c(N4CCOCC4)c([N+](=O)[O-])cc(c23)C1=O	-9.6	9.9	-8.0
C=CCn1c(SCC(=O)Nc2ncc(Cc3cc(Cl)ccc3Cl)s2)nnc1-c1ccncc1	2.2	-2.5	-11.3
CCOC(=O)c1c(NC(=O)c2ccnn2C)sc(C)c1C	-1.4	-6.0	-7.1
CC(C(=O)NC1CCCC1)N(Cc1ccco1)C(=O)c1snc(C(=O)NC2CCCC2)c1N (configuration not stated)	-27.0	-2.1	0.7
COC(=O)C(O)(CC(=O)Nc1ccc(Cl)cc1F)C(F)(F)F (configuration not stated)	-14.7	-2.6	11.9
COc1cc(NC(=O)Nc2ccccc2)c(OC)cc1NC(=O)CN1CCCCC1	-29.4	6.4	-6.0
Cc1ccc(SC(C)c2nc(-c3ccccc3)no2)cc1 (configuration not stated)	-6.2	0.2	-10.8
CCn1c(CC(=O)Nc2ccc(C)c(Cl)c2)nnc1SCC(=O)Nc1nc(C)cs1	-2.2	6.7	-0.9
N=C1S/C(=C\c2ccc(O)cc2)C(=O)N1c1ccc(F)cc1	-2.9	-7.3	-2.1
COc1ccccc1NC(=O)CSc1nc2nc(C)cc(C)c2c(=O)[nH]1	-9.4	3.7	12.0
COc1ccc(C(C(=O)NC2CCCCC2)N(C(=O)c2ccco2)c2ccc(-n3cnnn3)c(C)c2)cc1 (configuration not stated)	0.8	-3.5	-0.3
O=C(NCCCN1CCCC1=O)c1cc(=O)c2ccccc2o1	-2.1	-0.7	2.3
COc1cccc(-n2nc3c(=S)[nH]nc(C)c3c2C)c1	-8.4	-3.6	-17.9
Cc1ccc2c(c1C)NC(=O)C2(O)CC(=O)c1ccc2c(c1)OCO2 (configuration not stated)	3.0	-10.3	14.5
Next section
SMILES	PGC1a acetyl inh	ARNT-TACC3 inh	Statin myotox sup
CC(/C=C/c1ccccc1)=N/NC(=O)c1cnccn1	-6.8	6.0	-10.7
COCc1cc(=O)n2[nH]c(SCc3ccccc3)nc2n1	0.8	1.0	2.5
Cc1cccc(C(=O)Nc2sc3c(c2C#N)CCCCC3)c1	-16.9	-0.9	-20.0
CC(C)NCC(=O)NC12CC3CC(CC(C3)C1)C2	-8.8	1.3	-6.3
O=C(COc1ccccc1Cl)c1ccc2c(c1)CCCC2	3.6	4.4	-3.2
O=C1C(Cl)=C(N2CCC(C(=O)O)CC2)C(=O)c2ccccc21	-0.3	25.7	38.8
CCN1C(=O)C(C(=O)Nc2ccc(OC)cc2)C2CC1(C)Oc1ccccc12 (configuration not stated)	-2.9	-27.8	15.2

Filtered by structure, the compounds so far containing fluorine.
SMILES	PGC1a acetyl inh	ARNT-TACC3 inh	Statin myotox sup
Cc1c(-c2nnc(-c3ccc(C(F)(F)F)cc3)o2)cnn1-c1ccccc1	-18.0	6.9	2.1
Cc1nn(C)c(C)c1NC(=O)Nc1cccc(C(F)(F)F)c1	15.8	-3.4	-0.3
CCn1cc(CN(C)C(=O)CSc2nc(-c3ccco3)cc(C(F)(F)F)n2)c(C)n1	-13.7	10.6	4.1
COC(=O)C(O)(CC(=O)Nc1ccc(Cl)cc1F)C(F)(F)F (configuration not stated)	-14.7	-2.6	11.9
N=C1S/C(=C\c2ccc(O)cc2)C(=O)N1c1ccc(F)cc1	-2.9	-7.3	-2.1

Limited to PGC1a acetyl inh and ARNT-TACC3 inh, for three of the compounds above:
smiles | PGC1a acetyl inh | ARNT-TACC3 inh
CC(/C=C/c1ccccc1)=N/NC(=O)c1cnccn1 | -6.8 | 6.0
COCc1cc(=O)n2[nH]c(SCc3ccccc3)nc2n1 | 0.8 | 1.0
Cc1cccc(C(=O)Nc2sc3c(c2C#N)CCCCC3)c1 | -16.9 | -0.9

Structures listed so far printed as active in ARNT-TACC3 inh.
compound | PGC1a acetyl inh | ARNT-TACC3 inh
Oc1ccc(C2=Nn3c(nnc3-c3ccco3)SC2)cc1O | 17.0 | 69.6*

This is a subset (hit frequency here may not be typical).
